# hcDAF-12 act: H. contortus DAF-12 activation, primary screen; AID 652067; 1.4% of 370,000 active; activation, % at 6.8 µM; HEK293 hcDAF-12 lit1-tk-luc reporter, luminescence; 0% DMSO, 100% Δ7-dafachronic acid;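 active = activation above the mean of all tested compounds plus 3 SD, cut at about 5.5% in these data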;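 note: 100% = response to 3 µM Δ7-dafachronic acid high control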
# NR1D1 modulator: modulators of human Rev-erb alpha DNA binding | Rev-erbα–FITC-DNA binding, fluorescence polarization, 90 min | P20393 | activity, % at 10 µM | AID 1259318 | 0.79% of 370,000 active;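 active = activity above about 14%, limit read from the data; passing the limit was not always enough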;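 note: 0% = DMSO wells with 35 nM protein and 100% = DMSO wells with 750 nM protein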
# Target sequence (P20393 whole entry, looked up): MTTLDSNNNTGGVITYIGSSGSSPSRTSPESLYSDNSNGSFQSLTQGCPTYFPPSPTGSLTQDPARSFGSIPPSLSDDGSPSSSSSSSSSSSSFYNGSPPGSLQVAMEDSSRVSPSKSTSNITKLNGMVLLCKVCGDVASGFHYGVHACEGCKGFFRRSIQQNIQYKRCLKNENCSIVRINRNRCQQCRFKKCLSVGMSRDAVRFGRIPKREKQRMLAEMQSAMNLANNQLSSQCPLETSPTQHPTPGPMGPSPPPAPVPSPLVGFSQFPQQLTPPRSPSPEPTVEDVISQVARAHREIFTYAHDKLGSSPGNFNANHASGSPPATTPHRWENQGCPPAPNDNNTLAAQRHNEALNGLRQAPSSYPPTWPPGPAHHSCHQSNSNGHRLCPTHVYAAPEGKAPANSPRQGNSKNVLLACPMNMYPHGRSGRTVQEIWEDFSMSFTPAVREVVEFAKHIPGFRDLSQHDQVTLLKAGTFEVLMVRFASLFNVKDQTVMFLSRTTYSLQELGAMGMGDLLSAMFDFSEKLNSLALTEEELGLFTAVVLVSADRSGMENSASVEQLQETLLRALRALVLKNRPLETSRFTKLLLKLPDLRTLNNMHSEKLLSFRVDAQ
# PLCb3 inh: inhibitors of human phospholipase C beta3. Q01970. Purified PLC-beta3, fluorogenic substrate, fluorescence. inhibition, % at 12.2 µM. 0.18% of 370,000 active. AID 720704; in the data active = inhibition above about 11%;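 note: 0% = median of compound wells on plate and 100% = full blocker control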
# DAX1 inh-1: blocks DAX1 repression of SF-1 activated StAR promoter | inhibition, % at 6.8 µM | 1.1% of 370,000 active | AID 652010 | HEK293T StAR-luciferase reporter, SF-1/DAX-1 repression relief;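 active = inhibition above the mean over all tested compounds plus 3 SD, cut at about 3.6% in these data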;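 note: 0% = DAX-1 cells with DMSO and 100% = cells lacking DAX-1 with DMSO; higher inhibition means more luminescence from relief of DAX-1 repression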
# PLC-gamma1 inh: inhibitors of human phospholipase C gamma1; P19174; purified PLC-gamma1, fluorogenic substrate, fluorescence; inhibition, % at 12.2 µM; 0.84% of 370,000 active; AID 720700; in the data active = inhibition above about 9.5%
# hgDAF-12 ag: hgDAF-12 agonism, primary luciferase screen. HEK293 GAL4-hgDAF12 UAS-luciferase reporter, agonist luminescence; normalized to butyrate control. activation, % at 6.8 µM. 1.8% of 370,000 active. AID 687014;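 active = activation above a cutoff set at the mean of all screened compounds plus 3 SD, cut at about 10% in these data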;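 note: 0% = DMSO wells and 100% = sodium butyrate wells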
# MBD2 inh: inhibitors of human MBD2 binding to methylated oligonucleotide; Q9UBB5; TR-FRET; inhibition, % at 4.4 µM; 0.31% of 370,000 active; in the data active = inhibition above about 13%
# DAX1 inh-2: inhibits human nuclear receptor DAX1. P51843. HEK293 Gal4-DAX1 luciferase reporter, luminescence. inhibition, % at 6.75 µM. 0.99% of 340,000 active. AID 504766;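 active = inhibition above the mean over all tested compounds plus 3 SD, cut at about 4.2% in these data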;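 note: 0% = DAX1-transfected cells with DMSO and 100% = empty-vector control cells with DMSO; inhibition shows as a rise in luminescence from relieved DAX1 repression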
# Target sequence (P51843 207-470 limits assumed): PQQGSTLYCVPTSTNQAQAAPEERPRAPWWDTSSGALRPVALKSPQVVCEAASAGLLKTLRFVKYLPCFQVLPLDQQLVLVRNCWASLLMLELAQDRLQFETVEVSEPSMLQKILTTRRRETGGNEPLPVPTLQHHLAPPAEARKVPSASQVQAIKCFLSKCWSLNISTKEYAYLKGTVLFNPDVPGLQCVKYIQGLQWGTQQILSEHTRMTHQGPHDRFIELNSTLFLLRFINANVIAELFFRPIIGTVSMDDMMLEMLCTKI
# ADAM17 inh: ADAM17 inhibition, QFRET primary screen; recombinant ADAM17, EDANS/DABCYL FRET peptide cleavage; 0.83% of 370,000 active; AID 720648; P78536; inhibition, % at 6.95 µM;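 active = inhibition above the mean of compounds lying between control limits plus 3 SD, set per campaign, cut at about 8.5% in these data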;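 note: 0% = DMSO-only wells as the low control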
# SMARCA2 activ: activators of SMARCA2 function. activation, % at 9.1 µM. 1% of 370,000 active. MG213 cells, MMTV-luciferase reporter, dexamethasone, overnight; in the data active = activation above about 7.8%;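 note: 0% = vehicle wells and 100% = reference activator wells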
# ssDAF-12 act: activators of S. stercoralis DAF-12 nuclear receptor | 1% of 370,000 active | HEK293 ssDAF-12/GRIP1 lit1-tk-luc reporter, luminescence; % of 3 µM dafachronic acid response | activation, % at 6.8 µM | AID 652126;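 active = activation above the mean over all tested compounds plus 3 SD, cut at about 0.9% in these data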;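 note: 0% = DMSO-only wells and 100% = 3 µM delta7-dafachronic acid wells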
# Numbers without * were called inactive; i = inactive; · = not tested or not shown. The order is random. About 7.4% of those tested had a hit in this group.
SMILES,hcDAF-12 act,NR1D1 modulator,PLCb3 inh,DAX1 inh-1,PLC-gamma1 inh,hgDAF-12 ag,MBD2 inh,DAX1 inh-2,ADAM17 inh,SMARCA2 activ,ssDAF-12 act
C1CN(CC23CC4CC(CC(C4)C2)C3)CCO1,3.8,-5,3,0.4,0,1.0,0,-0.6,-1,3,-0.5
CCCSc1ncccc1C(=O)O,-0.5,6,-2,-0.6,-1,-1.0,1,-1.2,1,-3,-0.3
Cc1ccc(N2C(=O)CC(N3CCN(S(=O)(=O)c4ccccc4)CC3)C2=O)c(C)c1 (stereo not given),2.4,1,4,0.0,3,0.5,-1,0.3,1,-1,-0.8
CC1(C)NC(=O)N(CC(=O)N2CCN(c3cccc(C(F)(F)F)c3)CC2)C1=O,-1.5,6,-9,-0.7,0,-1.3,4,-2.2,3,-2,-1.0
O=C(OCC(=O)N1CCN(C(=O)c2ccco2)CC1)c1ccccc1C(=O)c1ccc(Cl)cc1,-2.2,2,3,-1.1,2,-1.2,-1,-1.5,0,0,-1.4
Cc1cc(C)cc(NC(=O)Nc2ccc(-n3ccc(C(F)(F)F)n3)cc2)c1,-1.9,-2,-5,-0.6,2,1.4,-1,-1.8,1,-1,-0.8
COC(=O)c1c(NC(=O)CN2CCN(c3ccccc3Cl)CC2)sc(C)c1C,4.4,3,-2,-1.3,4,-2.4,1,2.0,-1,-3,1.1*
COC(=O)[C@H](C)NC(=O)NC1CCN(Cc2ccccc2)CC1,-2.4,3,8,-0.6,8,-3.5,-7,-0.1,6,-2,-2.2
CCOC(=O)CC[C@H]1CC[C@]2(CCCN(S(C)(=O)=O)C2)O1,-1.4,1,6,-1.0,3,0.4,-1,·,2,2,-0.7
Cc1ccccc1NS(=O)(=O)c1ccc(C(=O)N2CCN(c3ccccc3O)CC2)cc1,-1.5,0,-3,-3.6,4,-2.4,-1,-0.8,3,2,-1.0
Cc1noc(C)c1COc1ccc(C(=O)OCC(=O)c2ccc3c(c2)OCCO3)cc1,-0.8,5,0,-0.2,-2,-1.0,-2,4.1,-3,-4,-1.0
Clc1ccc2[nH]c3c(NCCN4CCOCC4)ncnc3c2c1,-0.6,-1,-16,-0.6,-16,1.3,2,-0.7,-13,2,0.5
CCCCCCC1CCC(C(=O)N2CCOCC2)CC1 (stereo not given),-1.1,7,1,1.1,0,-2.2,2,0.4,2,-4,-0.9
Fc1ccc(-c2nc(-c3cccs3)no2)cc1,1.8,-8,-5,1.4,2,4.4,-2,1.1,-5,-2,-1.0
Cc1nc([N+](=O)[O-])c(Br)n1CC(=O)c1ccc(F)cc1,-0.7,-8,-2,-0.3,8,1.2,0,-2.4,-2,1,-1.8
NS(=O)(=O)c1ccc(CCNC(=O)c2cc([N+](=O)[O-])ccc2N2CCOCC2)cc1,-0.3,-3,-7,-0.6,4,-1.9,8,-0.2,-3,-1,-1.2
C[C@H]1CN(Cc2ccccc2)C(=O)[C@@H]1CC(=O)NCc1ccccc1,-1.7,4,3,0.0,1,-1.2,-2,0.2,-1,0,-1.1
CCCCn1c(C2CCCCC2)nc2cc3[nH]c(=O)c(C(C)C)nc3cc21,-2.5,-1,i,-0.2,-348,-3.0,-1,0.0,-161,0,-1.4
CCOC(=O)C(C(=O)OCC)C1CS(=O)(=O)CC1C(C(=O)OCC)C(=O)OCC (stereo not given),0.2,3,9,-0.1,7,0.0,-3,0.6,1,-4,-1.2
CCN1C(=O)[C@H]2[C@@H](c3ccc(-c4ccc(F)cc4)c(OC)c3)N[C@@](CC(C)C)(C(=O)OC)[C@H]2C1=O,-1.6,-5,-25,-0.8,-18,-1.2,-3,·,-12,1,-1.2
CCOC(=O)N1CCC(NC(=O)C2CCN(C(=O)N3CCOc4ccccc43)CC2)CC1,-1.2,-1,3,-0.8,7,1.1,10,-0.5,-3,-2,-1.1
CC(=O)c1cc(C#N)c(N2CCCCC2)nc1C,-0.9,2,0,-0.2,3,2.6,-2,1.6,0,-2,-1.1
O=C(O)c1ccccc1C(=O)c1cccc2ccccc12,-2.0,-2,-2,0.2,-1,0.7,-1,-1.1,1,-1,-0.5
COc1ccc(C2NC(=O)CCC2[N+](=O)[O-])c(OC)c1OC (stereo not given),-1.8,0,-4,0.2,1,0.7,4,0.3,-2,0,-0.2
CCOC(=O)C1=C(C)OC(N)=C(C#N)C1c1cc2c(cc1Br)OCO2 (stereo not given),-1.8,0,-16,0.6,-8,2.8,2,-0.3,-5,0,-1.3
# New compounds follow.
SMILES,hcDAF-12 act,NR1D1 modulator,PLCb3 inh,DAX1 inh-1,PLC-gamma1 inh,hgDAF-12 ag,MBD2 inh,DAX1 inh-2,ADAM17 inh,SMARCA2 activ,ssDAF-12 act
Cc1ccc2nc(-c3ccc(-c4cccc(Cl)c4)cc3)c(NCc3ccccc3)n2c1,-0.1,5,i,0.5,i,1.1,-2,1.4,-59,2,-0.8
Cc1c(C(=O)Nc2ccncc2)sc2nc(-c3ccccc3)cn12,-4.2,-1,-63,-5.0,-51,-5.4,-3,-2.9,-7,-2,-2.3
NC1=NC2(CCCCC2)N=C(Nc2ccc(F)cc2F)N1,-1.2,0,-1,-0.8,-1,-1.5,4,1.0,-4,0,-1.1
CC(C)n1cnc2c(Nc3cccc(F)c3)nc(NCCO)nc21,-1.2,-2,-5,-0.9,-5,0.3,-1,-1.5,-2,4,-1.4
COc1cc2cnc(-c3ccsc3)cc2cc1OC,2.1,-4,-2,-0.1,-2,1.1,-3,1.4,-6,3,-0.4
CCOc1ccccc1N1CC(C(=O)N2CCc3ccccc32)CC1=O (stereo not given),-0.7,1,3,0.2,3,-0.4,-3,0.0,1,1,-1.4
Cc1cccn2c(=O)nc(SCC(=O)N3CC(C)OC(C)C3)nc12 (stereo not given),1.8,-5,-6,-1.2,-2,1.1,5,0.2,-7,0,-0.7
Cc1cc(NC(=O)c2noc3c2CCCC3)nn1Cc1ccc(Cl)cc1,-3.5,1,3,-1.6,3,-1.0,7,-0.2,3,-1,-1.1
Cc1ccc(N(CC(=O)NC2CCCCC2C)S(=O)(=O)c2c(C)nn(C)c2C)cc1 (stereo not given),-1.0,0,-7,0.6,1,2.0,-2,0.8,-2,-2,0.0
Cc1ccc(OCC(=O)Nc2ccc(C)c(S(=O)(=O)N3CCCCCC3)c2)c([N+](=O)[O-])n1,-3.2,-4,-9,-1.1,0,-5.1,-4,-1.3,-1,-3,-2.6
CSc1nnc(C)c(=O)n1COC(=O)COc1ccccc1C,-0.7,2,2,-0.1,6,-1.5,-7,-1.0,-116,-2,-0.8
COc1ccc(F)cc1-c1cc(NC=O)c2ncc(-c3cc(OC)c(OC)c(OC)c3)n2c1,-3.6,-4,-52,-2.4,-37,-5.8,-1,·,-4,-1,-1.9
CC(C)(C)c1ccc(-c2nnc(SCCN3C(=O)c4ccccc4C3=O)o2)cc1,-0.2,-3,-2,0.6,-1,1.5,4,-1.6,0,-2,-1.3
CCN(C[C@H]1N[C@@](CC)(C(=O)OC)[C@H]2C(=O)N(C)C(=O)[C@@H]12)C(C)=O,0.7,3,-2,0.1,3,-1.0,-5,-0.1,-4,-5,-1.3
COc1ccc(C2=NCCNC(C(F)(F)F)=C2)cc1,-0.5,5,-10,-0.1,-4,-3.3,-4,-0.8,-1,-1,-1.4
O=C(O)C(=O)/C(=C\c1ccc([N+](=O)[O-])cc1)c1ccc2ccccc2n1,4.9,0,-2,2.8,-3,22*,-7,2.0,-1,8.7*,0.9
CCOC(=O)Cc1csc(NC(=O)c2ccoc2C)n1,-0.9,2,-2,0.3,-2,4.3,0,0.2,-6,3,-1.0
O=C(Nc1cccc(S(=O)(=O)N2CCCCC2)c1)c1cc([N+](=O)[O-])ccc1N1CCOCC1,-0.6,0,-6,0.2,1,-1.1,-2,-0.7,-1,-2,-1.5
CCn1nc(C)cc1C(=O)NC1CCCc2c1cnn2-c1cc(F)cc(F)c1 (stereo not given),-1.5,-1,-3,-3.5,2,-0.2,2,0.1,1,2,-1.3
Cc1ccc(S(=O)(=O)NCC(=O)OCC(=O)N2CCc3ccccc32)cc1,-0.8,2,-1,-0.1,1,-1.4,1,-0.9,-4,0,-1.0
CCCn1nc(C(=O)Nc2ccc3nc(N4CCOCC4)sc3c2)ccc1=O,-2.0,-1,-8,-7.8,5,-6.4,1,-4.2,-3,-3,-0.9
CC1(C)CC(=O)C2=C(C1)N(CCN1CCOCC1)C1=C(C(=O)CC(C)(C)C1)C2c1cccc(Cl)c1,-2.2,-3,i,-1.1,-486,-1.9,-2,-0.5,-245,-3,-1.6
COCC(=O)NCCc1nc(-c2ccccc2)cs1,-0.3,10,-1,0.0,-2,0.5,0,0.0,-2,2,-1.1
COc1ccc(NC(=S)N2CCC(C(=O)c3ccc(F)cc3)CC2)cc1,1.5,3,-7,0.0,0,2.6,-2,0.6,0,-2,-1.3
O=c1[nH]c2ccccc2n1CCCSc1cnc2ccccc2n1,-1.8,8,1,0.3,2,0.6,-5,0.8,0,1,-1.6
# The list continues.
SMILES,hcDAF-12 act,NR1D1 modulator,PLCb3 inh,DAX1 inh-1,PLC-gamma1 inh,hgDAF-12 ag,MBD2 inh,DAX1 inh-2,ADAM17 inh,SMARCA2 activ,ssDAF-12 act
O=C(COC(=O)c1ccccc1Br)Nc1nnc(-c2ccccc2)o1,-0.2,2,-3,-1.6,-2,2.5,-7,0.6,-3,-1,-0.7
CC(NC(=O)CSc1ncnc2nc[nH]c12)c1ccccc1 (stereo not given),-0.6,1,4,0.6,1,-2.2,0,-0.3,-5,3,-0.8
Oc1ccccc1CNc1ncc(Br)cc1Br,2.3,3,-5,0.1,0,1.5,3,2.6,1,4,-0.5
Cc1ccc([N+](=O)[O-])c2c1C(N1CCCC1)C(C)(C)O2 (stereo not given),-0.8,3,0,0.1,2,-3.3,-1,0.1,-1,1,-1.6
O=C1CC(C(=O)NCc2ccccc2)C2(CCCC2)O1 (stereo not given),1.3,-3,0,0.5,3,0.8,3,-0.3,-1,5,-1.4
CC(C)(O)C(=O)NNC(=S)Nc1ccc(F)c(Cl)c1,0.6,-2,0,-0.4,2,-0.2,-2,0.7,-2,-1,-1.2
COc1cccc(C2=NOC(C(=O)NCc3cccnc3)C2)c1 (stereo not given),-2.4,4,-4,0.3,0,2.4,0,0.8,-2,-1,-0.9
Cc1ccc(NC(=O)C2C3C=CC4(O3)C2C(=O)N(CCCN2CCCC(C)C2)C4C(=O)NC2CCCCC2)cc1 (stereo not given),0.7,-5,-5,-0.2,8,0.2,-8,-1.0,0,2,-1.2
COC(=O)C1=C(C)N(C)C(=NCc2ccc(OC)cc2)NC1c1cccc(Cl)c1 (stereo not given),-0.1,-7,4,-0.1,1,0.6,-3,·,0,-2,-0.9
Cc1cc(C)cc(C(=O)NCC(=O)OCc2cc([N+](=O)[O-])cc3c2OCOC3)c1,-0.1,2,1,-0.1,0,-3.1,1,2.6,-3,1,-1.2
O=C(NN1CCOCC1)c1cccc(Cl)c1,0.3,-8,-10,-0.1,0,0.2,2,-0.3,0,-2,-1.3

# Bioassay records deposited in PubChem by several laboratories.
